Screens deposited in PubChem BioAssay by NMMLSC.
HRas wt GTP bind: human HRas wildtype GTP binding, change in either direction; P01112; GST-Ras wt beads, Bodipy-FL-GTP binding, flow cytometry; actives lie on both sides; GTP binding activity, % at 10 µM; actives 0.14% (n = 190,000); AID 759;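 active = GTP binding activity at least 20% away from the 100% baseline, either lowered as inhibitor or raised as activator; inconclusive = flagged as likely green fluorescent, judged across all proteins in the well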;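 note: 0% = unlabeled GTP competition control and 100% = no-compound control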
Rab7 wt modul: modulators of GTP binding to dog Rab7 wildtype GTPase; GST-Rab7 beads, fluorescent GTP binding, flow cytometry; actives lie on both sides; untreated = 100%, excess cold GTP = 0%; GTP binding activity (percent of control), % at 10 µM; actives 0.055% (n = 190,000);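 active = fluorescent GTP binding to Rab7 beads changed by at least 20 points from the 100% baseline, either direction, mostly lower; inconclusive = compound itself probably fluorescent, or too few beads counted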;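 note: median green fluorescence of bound Bodipy-FL-GTP per Rab7 bead population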
Rac1 wt modul: alters GTP binding to wildtype human Rac1; P63000; GST-Rac1 beads, fluorescent GTP binding, flow cytometry; actives lie on both sides; 0 = cold GTP competed, 100 = untreated; GTP binding activity (% of control), % at 10 µM; actives 0.27% (n = 190,000); AID 757;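 active = GTP binding activity at least 20 points away from the 100% control level, either lower or higher; inconclusive = compound flagged as likely green fluorescent, judged across all proteins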
Cdc42 wt: changes GTP binding to wildtype human Cdc42; P60953; GST-Cdc42 beads, Bodipy-GTP binding, flow cytometry; actives lie on both sides; percent activity (GTP binding), % at 10 µM; actives 0.2% (n = 190,000); AID 761;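 active = percent activity GTP binding at least 20 points away from the 100% baseline, either down as inhibitor or up as activator; inconclusive = compound flagged as likely green fluorescent from well-wide comparison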;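 note: median bead fluorescence of bound Bodipy-FL-GTP at 100 nM; 0% = excess unlabeled GTP control and 100% = no compound control; below 100% means less GTP binding so inhibitor and above means activator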
Target sequence (P60953 whole entry, looked up): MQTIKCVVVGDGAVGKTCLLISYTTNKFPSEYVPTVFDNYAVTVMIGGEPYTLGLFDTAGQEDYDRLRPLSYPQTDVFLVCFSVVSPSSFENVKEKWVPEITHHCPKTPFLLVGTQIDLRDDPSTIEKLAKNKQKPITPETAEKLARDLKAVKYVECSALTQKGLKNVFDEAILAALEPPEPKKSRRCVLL
Bim-Bcl-XL: disrupts Bim peptide binding to human Bcl-XL; Q07817; bead flow cytometry, fluorescence; inhibition, % at 10 µM; actives 0.04% (n = 190,000); AID 1007
Target sequence (Q07817 whole entry, looked up): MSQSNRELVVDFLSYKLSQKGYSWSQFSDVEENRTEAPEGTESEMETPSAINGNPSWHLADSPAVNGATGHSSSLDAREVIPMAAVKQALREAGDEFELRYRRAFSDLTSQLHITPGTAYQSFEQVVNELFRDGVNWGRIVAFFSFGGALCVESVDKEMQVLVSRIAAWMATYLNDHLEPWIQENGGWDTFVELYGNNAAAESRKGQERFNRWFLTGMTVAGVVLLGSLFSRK
Rac1 act GTP bind: human Rac1 activated mutant GTP binding change. P63000. GST-Rac1 activated beads, fluorescent GTP binding, flow cytometry; actives lie on both sides; 100% means binding = to untreated wells. percent activity (GTP binding), % at 10 µM. actives 0.11% (n = 190,000);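 active = GTP binding at least 20 percentage points away from the 100% baseline, in either direction, so actives lie on both sides; inconclusive = Compound likely fluorescent itself, or too few beads counted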
Bcl-B Bim block: human Bim-Bcl-B interaction inhibition. bead-based flow cytometry, Bim peptide-Bcl-B binding. inhibition, % at 10 µM. actives 0.073% (n = 190,000);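 note: 0% = tracer peptide without compound and 100% = reference inhibitor peptide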
Target sequence (Q9HD36 whole entry, looked up): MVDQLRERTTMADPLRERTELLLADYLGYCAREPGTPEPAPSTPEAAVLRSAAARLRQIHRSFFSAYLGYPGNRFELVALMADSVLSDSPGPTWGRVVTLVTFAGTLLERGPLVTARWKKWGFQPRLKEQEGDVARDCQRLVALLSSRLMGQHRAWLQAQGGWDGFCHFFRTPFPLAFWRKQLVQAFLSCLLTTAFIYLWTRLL
Bim-Bcl-2: inhibitors of Bim-Bcl-2 interaction, human. Bead-based flow cytometry, Bim peptide-Bcl-2 binding. inhibition, % at 10 µM. actives 0.06% (n = 190,000). P10415. AID 950; in the data active = inhibition above about 40%; inconclusive = no clear call, values can overlap the other calls;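 note: 0% = no compound wells with probe peptide and 100% = reference peptide inhibitor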
Target sequence (P10415 whole entry, looked up): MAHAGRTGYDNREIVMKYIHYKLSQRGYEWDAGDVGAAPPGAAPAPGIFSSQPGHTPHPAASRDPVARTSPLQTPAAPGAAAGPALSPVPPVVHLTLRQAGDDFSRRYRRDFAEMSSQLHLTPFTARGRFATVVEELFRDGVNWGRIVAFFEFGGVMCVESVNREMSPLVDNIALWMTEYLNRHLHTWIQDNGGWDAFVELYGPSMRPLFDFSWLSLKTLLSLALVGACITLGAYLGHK
Bim-Bcl-W: disrupts Bim peptide binding to human Bcl-W; Q92843; bead-based flow cytometry; inhibition, % at 10 µM; actives 0.02% (n = 190,000); AID 952;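 note: 0% = bound tracer without compound and 100% = peptide blocker; higher means less fluorescent Bim peptide bound to Bcl-W beads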
Target sequence (Q92843 whole entry, looked up): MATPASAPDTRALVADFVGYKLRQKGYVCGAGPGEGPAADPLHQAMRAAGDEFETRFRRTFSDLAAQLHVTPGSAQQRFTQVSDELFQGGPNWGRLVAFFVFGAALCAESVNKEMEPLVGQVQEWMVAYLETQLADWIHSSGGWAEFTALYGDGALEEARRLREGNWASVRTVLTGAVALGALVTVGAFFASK
Bfl-1 Bim block: disrupts Bim binding to human Bfl-1; Q16548; Bead-based flow cytometry, Bim-Bfl-1 binding inhibition; inhibition, % at 10 µM; actives 0.12% (n = 190,000); AID 1008;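 note: 0% = wells without compound plus tracer and 100% = blocker peptide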
Rab2 wt GTP: changes GTP binding to wildtype dog Rab2A, up or down | P61105 | GST-Rab2 wt beads, Bodipy-GTP binding, flow cytometry | GTP binding activity, % at 10 µM | actives 0.19% (n = 190,000);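 active = GTP binding activity at least 20 points away from 100%, either lowered or raised; inconclusive = signal likely due to the compound's own green fluorescence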;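 note: 0% = beads with excess unlabeled GTP and 100% = no-compound control corrected for plate trend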
* hit, by the source's call; u = inconclusive. Cut-off read from the data, not from the text of the source, unless noted: active = inhibition above about 40%. Rows are unselected (roughly 0.62% active in at least one column).

The opening four records (preview)
HRas wt GTP bind | Rab7 wt modul | Rac1 wt modul | Cdc42 wt | Bim-Bcl-XL | Rac1 act GTP bind | Bcl-B Bim block | Bim-Bcl-2 | Bim-Bcl-W | Bfl-1 Bim block | Rab2 wt GTP | smiles
103 | 100 | 100 | 102 | -7 | 101 | -3 | 2 | -1 | 0 | 103 | CCSc1nnc(Cc2cc(=O)[nH]c(=O)[nH]2)n1-c1cc(C)ccc1C
97 | 92 | 99 | 99 | 1 | 96 | -5 | -6 | -2 | -11 | 94 | Cc1cc(C)n(-c2nc(-c3ccccc3)cs2)n1
99 | 98 | 104 | 99 | -13 | 99 | -19 | -3 | -9 | -3 | 98 | Cc1ccc(N(Cc2cc3ccccc3[nH]c2=O)C(=O)c2cccs2)cc1
99 | 99 | 104 | 101 | 0 | 101 | 0 | 0 | 0 | 0 | 99 | Cc1ccc(C)c(OCC(=O)N/N=C\c2cccn2C)c1

All compounds of this part, from the start:
HRas wt GTP bind | Rab7 wt modul | Rac1 wt modul | Cdc42 wt | Bim-Bcl-XL | Rac1 act GTP bind | Bcl-B Bim block | Bim-Bcl-2 | Bim-Bcl-W | Bfl-1 Bim block | Rab2 wt GTP | smiles
103 | 100 | 100 | 102 | -7 | 101 | -3 | 2 | -1 | 0 | 103 | CCSc1nnc(Cc2cc(=O)[nH]c(=O)[nH]2)n1-c1cc(C)ccc1C
97 | 92 | 99 | 99 | 1 | 96 | -5 | -6 | -2 | -11 | 94 | Cc1cc(C)n(-c2nc(-c3ccccc3)cs2)n1
99 | 98 | 104 | 99 | -13 | 99 | -19 | -3 | -9 | -3 | 98 | Cc1ccc(N(Cc2cc3ccccc3[nH]c2=O)C(=O)c2cccs2)cc1
99 | 99 | 104 | 101 | 0 | 101 | 0 | 0 | 0 | 0 | 99 | Cc1ccc(C)c(OCC(=O)N/N=C\c2cccn2C)c1
99 | 96 | 102 | 101 | 0 | 101 | 0 | 11 | 2 | 8 | 100 | COc1ccc(-c2cccc(C(=O)Nc3cccc(C(=O)O)c3)c2)cc1
99 | 102 | 98 | 93 | -1 | 96 | 1 | 0 | -3 | -1 | 101 | Cc1ccc(S(=O)(=O)Nc2ccc(N3CCN(C)CC3)nc2)cc1
102 | 99 | 106 | 104 | -2 | 99 | -4 | -5 | 3 | -7 | 100 | N#Cc1cc(Oc2cccnc2)c(Oc2cccnc2)cc1C#N
97 | 95 | 96 | 96 | -2 | 96 | -2 | -2 | -2 | -5 | 95 | O=C(NCCCN1CCOCC1)c1c(O)c2ccccc2[nH]c1=O

Arranged by value in Rab7 wt modul (rising): 3 from the list above
SMILES,Rab7 wt modul
Cc1cc(C)n(-c2nc(-c3ccccc3)cs2)n1,92
COc1ccc(-c2cccc(C(=O)Nc3cccc(C(=O)O)c3)c2)cc1,96
Cc1ccc(S(=O)(=O)Nc2ccc(N3CCN(C)CC3)nc2)cc1,102

Other entries follow:
HRas wt GTP bind | Rab7 wt modul | Rac1 wt modul | Cdc42 wt | Bim-Bcl-XL | Rac1 act GTP bind | Bcl-B Bim block | Bim-Bcl-2 | Bim-Bcl-W | Bfl-1 Bim block | Rab2 wt GTP | smiles
101 | 99 | 100 | 101 | -20 | 99 | -5 | -7 | -3 | -8 | 100 | CS(=O)(=O)N1CCC(C(=O)Nc2ccccc2)CC1
94 | 99 | 97 | 96 | -3 | 96 | -9 | -3 | -2 | 2 | 94 | COc1cc(/C=N/NC(=O)CCOc2ccccc2C)cc(Br)c1O
98 | 99 | 97 | 96 | 2 | 97 | 2 | 2 | 2 | 1 | 96 | Cc1ccc(C(C)(C)C)c(OCCCCN2CCCC2)c1
104 | 105 | 108 | 103 | -3 | 101 | -8 | -7 | 1 | -15 | 103 | CC(C)NC(=O)c1cccc(C(F)(F)F)c1
u | u | u | u | -2 | u | -4 | -2 | 3 | -6 | u | CCOc1ncccc1C(=O)OCC(=O)NCCc1ccc(OC)cc1
99 | 98 | 102 | 104 | -6 | 99 | -9 | -12 | -1 | -20 | 101 | COC(=O)c1cc(=O)n2c(-c3ccc(OC)cc3)csc2n1
92 | 94 | 95 | 92 | -4 | 93 | -12 | -2 | -1 | 0 | 93 | Cc1cc(C)c(C(=O)O)c(Cl)n1
96 | 91 | 101 | 95 | -2 | 94 | -3 | -3 | 0 | -2 | 96 | COc1ccc(N(C)S(=O)(=O)c2cccc(C(=O)Nc3cc(OC)ccc3OC)c2)cc1
103 | 104 | 109 | 105 | -2 | 101 | -4 | -6 | 7 | -12 | 101 | CC(=O)Nc1ccc(NC(=O)Cn2cnc3c(cnn3C(C)(C)C)c2=O)cc1
101 | 98 | 103 | 101 | -1 | 100 | -3 | -3 | -1 | -3 | 103 | O=C(Cc1ccccc1)NNC1CC(=O)N(c2ccccc2)C1=O (stereo not given)
98 | 98 | 101 | 97 | 0 | 99 | 6 | 11 | -3 | 10 | 100 | Cc1oc2c(c1C(=O)NCCO)CCCC2
97 | 98 | 102 | 96 | 0 | 96 | -1 | 0 | -2 | -1 | 95 | Clc1ccc(-c2cc(C3CCNCC3)[nH]n2)c(Cl)c1
94 | 95 | 93 | 96 | 0 | 94 | -4 | -9 | 0 | -2 | 95 | COC(=O)c1ccc(NC(=O)C(C)N2C(=O)c3ccccc3C2=O)cc1 (stereo not given)
97 | 96 | 100 | 98 | -2 | 96 | -2 | 0 | 0 | -5 | 98 | COc1cc(NS(C)(=O)=O)cc(OC)c1OC
96 | 101 | 95 | 95 | -4 | 94 | -9 | -7 | -5 | -11 | 97 | C=CCN(c1ccccc1OC)S(=O)(=O)c1ccc(Cl)c(C(=O)Nc2ccc(N3CCOCC3)cc2)c1
98 | 97 | 100 | 95 | -6 | 96 | -6 | -5 | -1 | -10 | 96 | O=C(Oc1ccc(=O)n(-c2ccccc2)n1)c1cccc(Cl)c1
90 | 94 | 92 | 91 | -2 | 87 | -3 | -3 | 0 | -7 | 90 | CCc1ccc2c(c1)cc(C)c1nnc(SCC(=O)Nc3cc(OC)c(OC)cc3C(=O)O)n12
95 | 100 | 96 | 95 | 2 | 94 | 4 | 3 | 3 | 6 | 97 | N#Cc1ccc(CSc2nnc(NC(=O)C3CCCO3)s2)cc1 (stereo not given)
76* | 92 | 85 | 77* | 9 | 86 | 11 | 4 | 10 | 3 | 74* | CCOc1cc(/C=C(/C#N)c2nc3ccccc3[nH]2)ccc1OCc1ccc(C(=O)O)o1
104 | 100 | 103 | 106 | -7 | 99 | -2 | -3 | -2 | -10 | 100 | Cc1cccc(NC(=O)CN2C(=O)S/C(=C\c3cc(C)n(C)c3C)C2=O)c1
98 | 96 | 98 | 100 | -6 | 95 | -4 | -10 | -3 | -12 | 99 | CCOc1ccc2nc(-c3ccccc3)nc(SCC(=O)Nc3ncc(C)s3)c2c1
95 | 95 | 100 | 96 | 2 | 98 | -1 | 0 | 0 | -2 | 94 | NS(=O)(=O)c1ccc(CCNC(=O)c2ccc3ccccc3n2)cc1
97 | 100 | 103 | 104 | -5 | 97 | -8 | -7 | 0 | -8 | 99 | CCN(CC)C(=O)CN(C#N)c1nc(C)cc(C)n1
101 | 102 | 102 | 99 | -3 | 98 | -9 | -5 | -2 | -10 | 100 | c1ccc(Oc2ncnc3oc(-c4ccccc4)cc23)cc1

Grouped by structure, the compounds so far containing a COOH group (4)
HRas wt GTP bind | Rab7 wt modul | Rac1 wt modul | Cdc42 wt | Bim-Bcl-XL | Rac1 act GTP bind | Bcl-B Bim block | Bim-Bcl-2 | Bim-Bcl-W | Bfl-1 Bim block | Rab2 wt GTP | smiles
99 | 96 | 102 | 101 | 0 | 101 | 0 | 11 | 2 | 8 | 100 | COc1ccc(-c2cccc(C(=O)Nc3cccc(C(=O)O)c3)c2)cc1
92 | 94 | 95 | 92 | -4 | 93 | -12 | -2 | -1 | 0 | 93 | Cc1cc(C)c(C(=O)O)c(Cl)n1
90 | 94 | 92 | 91 | -2 | 87 | -3 | -3 | 0 | -7 | 90 | CCc1ccc2c(c1)cc(C)c1nnc(SCC(=O)Nc3cc(OC)c(OC)cc3C(=O)O)n12
76* | 92 | 85 | 77* | 9 | 86 | 11 | 4 | 10 | 3 | 74* | CCOc1cc(/C=C(/C#N)c2nc3ccccc3[nH]2)ccc1OCc1ccc(C(=O)O)o1

(continued)
HRas wt GTP bind | Rab7 wt modul | Rac1 wt modul | Cdc42 wt | Bim-Bcl-XL | Rac1 act GTP bind | Bcl-B Bim block | Bim-Bcl-2 | Bim-Bcl-W | Bfl-1 Bim block | Rab2 wt GTP | smiles
97 | 98 | 101 | 101 | 1 | 95 | 1 | 2 | 1 | -2 | 97 | Cc1nc2cc(S(=O)(=O)N3CCC(C(=O)O)CC3)ccc2n1C1CCCC1
95 | 100 | 95 | 97 | -3 | 94 | -1 | -1 | -2 | 0 | 98 | Cc1cccc(OCCCCNCc2ccccc2)c1
103 | 100 | 107 | 102 | -2 | 99 | -2 | -1 | -2 | -2 | 103 | Cc1ccc(C(=O)COC(=O)CNC(=O)C(c2ccccc2)c2ccccc2)cc1[N+](=O)[O-]
101 | 99 | 104 | 98 | -6 | 99 | -6 | 0 | -6 | 0 | 100 | Cc1ccc(S(=O)(=O)NNC(=O)c2sc(=S)n(C)c2C)cc1
98 | 92 | 100 | 92 | -2 | 98 | -1 | -6 | -1 | -4 | 97 | NS(=O)(=O)c1ccc(NC(=O)/C=C/c2cn(-c3ccccc3)nc2-c2cccc(Cl)c2)cc1
96 | 99 | 96 | 97 | -1 | 97 | -9 | -7 | 0 | -13 | 98 | Cc1cccn2cc(CCNC(=O)c3ccco3)nc12
94 | 97 | 102 | 99 | -1 | 95 | 0 | -1 | -2 | -3 | 95 | Cc1cccc(N=Cc2c(O)cc(C)oc2=O)c1
100 | 96 | 100 | 97 | 1 | 96 | -2 | 0 | 0 | -2 | 97 | CCn1cnc2c1c(=O)n(CC(=O)N1CCc3ccccc31)c(=O)n2Cc1ccccc1
102 | 101 | 101 | 103 | 0 | 100 | -6 | 0 | 2 | -11 | 101 | CC(C)Oc1ccc2nnnn2n1
97 | 103 | 97 | 97 | -1 | 96 | -4 | 7 | 0 | 1 | 99 | CC(=O)Oc1ccc(C(=O)c2ccccc2)c(OC(C)=O)c1
100 | 97 | 102 | 99 | -5 | 97 | -8 | -6 | -2 | -12 | 100 | C=CCNC(=O)/C(C#N)=C/c1c(N(Cc2ccccc2)Cc2ccccc2)nc2ccccn2c1=O
99 | 100 | 96 | 98 | -2 | 100 | -2 | -1 | -1 | -1 | 105 | O=C1CCCc2c1nc(-c1ccco1)n2O
98 | 96 | 104 | 101 | -4 | 97 | -5 | -5 | -1 | -10 | 95 | COc1ccc(CCNC(=O)CSc2nccc(=O)[nH]2)cc1OC
97 | 98 | 93 | 96 | -1 | 93 | 0 | 1 | 1 | -3 | 93 | CCCNC(=O)Nc1ccccc1C(=O)Nc1ccc(OC)cc1
97 | 97 | 95 | 98 | -2 | 98 | 0 | -8 | 0 | 0 | 98 | COC(=O)c1sccc1NC(=O)c1ccc(OC)cc1OC
